From PubChem
PLAP act – human PLAP activation; activation fold at 20 µM; purified PLAP enzyme, luminescent substrate read-out; hits give high values; 1.2% of 96,000 active; in the data active = activation fold above about 2
ERa SRC1 pot – ER-alpha (human) coactivator binding potentiation. P03372. TR-FRET ERalpha-LBD/SRC-Cy5 coactivator binding, 2 h; 100 = basal binding, no effect. coactivator binding (% of control), % at 25.6 µM. 1.3% of 86,000 active; in the data active = activity above about 200%;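 also: binding measured in presence of low estradiol as agonist stimulus; 0% = peptide alone without receptor and 100% = receptor with peptide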
CD11b adhes enh – increases human CD11b/CD18 adhesion to fibrinogen; K562 CD11b/CD18 adhesion to fibrinogen, ATPlite luminescence; activation, % at 10 µM; P05107+P11215; 0.07% of 93,000 active;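 active = 10 µM primary screen giving 50% or more activity, confirmed by 40% or more on retest at that dose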; also: strong numbers were not always called active; reference of the scale not given here
ERb SRC1 inh – ER-beta (human) coactivator binding inhibition; TR-FRET ER-beta LBD / SRC1-Cy5 peptide binding; receptor agonist-loaded with 1 µM estradiol; inhibition, % at 25.6 µM; 1.3% of 86,000 active; AID 633;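 active = compounds whose percent inhibition of the receptor-coactivator binding signal exceeds about 50% in the single-dose screen, limit read from the data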;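 also: 0% = receptor plus peptide wells without compound and 100% = peptide-only wells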
FAK blocker – FAK (human) kinase inhibition; Q05397; biochemical FAK kinase activity assay; inhibition, %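 (tested at 7 µM)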; 0.84% of 97,000 active; in the data active = inhibition above about 19%;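 also: 0% = DMSO and 100% = reference compound high control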
Target sequence (Q05397 whole entry, looked up): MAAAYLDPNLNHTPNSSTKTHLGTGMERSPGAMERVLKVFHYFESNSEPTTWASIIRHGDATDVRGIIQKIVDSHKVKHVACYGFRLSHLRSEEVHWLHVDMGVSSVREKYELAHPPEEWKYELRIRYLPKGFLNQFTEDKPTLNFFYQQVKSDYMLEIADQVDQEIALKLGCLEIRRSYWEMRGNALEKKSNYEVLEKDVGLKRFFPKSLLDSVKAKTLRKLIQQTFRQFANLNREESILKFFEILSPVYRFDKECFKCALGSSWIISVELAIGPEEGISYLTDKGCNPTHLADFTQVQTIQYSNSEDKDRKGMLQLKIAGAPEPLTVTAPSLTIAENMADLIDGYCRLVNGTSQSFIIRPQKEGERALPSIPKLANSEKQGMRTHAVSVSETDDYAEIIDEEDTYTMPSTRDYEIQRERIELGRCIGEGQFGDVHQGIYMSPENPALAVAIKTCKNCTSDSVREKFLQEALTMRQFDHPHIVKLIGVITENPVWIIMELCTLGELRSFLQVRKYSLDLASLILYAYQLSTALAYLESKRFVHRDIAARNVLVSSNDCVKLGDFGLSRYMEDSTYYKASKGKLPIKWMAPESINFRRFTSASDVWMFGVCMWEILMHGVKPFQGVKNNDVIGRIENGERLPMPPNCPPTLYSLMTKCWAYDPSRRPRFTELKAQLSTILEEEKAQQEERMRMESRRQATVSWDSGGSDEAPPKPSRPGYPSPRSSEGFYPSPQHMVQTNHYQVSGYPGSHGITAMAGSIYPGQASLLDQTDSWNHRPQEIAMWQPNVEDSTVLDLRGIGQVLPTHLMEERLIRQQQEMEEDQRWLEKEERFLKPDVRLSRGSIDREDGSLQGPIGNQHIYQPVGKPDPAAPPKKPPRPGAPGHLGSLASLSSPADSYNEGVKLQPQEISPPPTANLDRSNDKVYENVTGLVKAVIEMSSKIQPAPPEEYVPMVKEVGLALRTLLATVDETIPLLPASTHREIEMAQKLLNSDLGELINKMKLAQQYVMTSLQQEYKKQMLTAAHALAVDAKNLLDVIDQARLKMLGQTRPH
ERa SRC1 inh – ER-alpha (human) coactivator binding inhibition. P03372. TR-FRET ER-alpha LBD / SRC-1 peptide, estradiol-bound. inhibition, % at 25.6 µM. 1.7% of 86,000 active. AID 629; in the data active = inhibition above about 50%;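 also: 0% = receptor plus peptide control and 100% = peptide only without receptor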
CD11b adhes inh – CD11b/CD18-fibrinogen binding inhibition; P05107+P11215; K562 CD11b/CD18 adhesion to fibrinogen, ATPlite luminescence; Mn2+ added to activate the integrin; inhibition, % at 10 µM; 0.54% of 93,000 active;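 active = primary inhibition of 50% or more at 10 µM, then 40% or more on retest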; also: some results filed as inactive read as strong as hits
E coli WT exp – blocks growth of wild type E. coli BW25113 | OD600 absorbance | growth inhibition, % at 100 µM | 0.15% of 98,000 active | AID 710;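 active = growth inhibition above about 50% at one test dose, limit read from the data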;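 also: growth measured after 20 h incubation at 37 °C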
MT1-MMP txn act – MT1-MMP promoter transcription activation | AID 750 | activation factor at 10 µM | HT1080 MT1-MMP promoter luciferase reporter, luminescence, overnight; hits give high values | 0.16% of 86,000 active;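 active = activation factor of at least 2 for MT1-MMP transcription at 10 µM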
Starred values were filed as active, the others as inactive; / = not tested or not shown; [ ] = dose if it differs, or a comment. The order is random. About 5.1% of those tested had a hit in this group.

compound,PLAP act,ERa SRC1 pot,CD11b adhes enh,ERb SRC1 inh,FAK blocker,ERa SRC1 inh,CD11b adhes inh,E coli WT exp,MT1-MMP txn act
C=CCn1c(SCc2ccccc2C#N)nnc1-c1cc(Br)ccc1O,1.3,77,/,1,3,12,/,-8,1.2
Cn1c(SCc2nc(-c3ccc(Br)cc3)no2)nnc1-c1ccco1,1.2,95,1,4,0,5,22,5,/
COc1ccc(NC(=O)CSc2nccn2-c2ccccc2)cc1,0.9,90,-3,27,-1,-1,-28,0,/
Cc1cnc(NC(=O)COc2ccccc2Cl)s1,0.9,106,-3,21,5,-5,14,1,0.2
COc1ccc(C(=O)CN2C(=O)NC3(CCCc4ccccc43)C2=O)cc1OC (stereo unspecified),/,87,/,18,2,11,/,/,1.1
CCOC(=O)N1CCc2c(sc(NC(C)=O)c2C(N)=O)C1,/,100,/,-9,4,-6,/,/,1
Cc1c(C)c2cc(Cl)c(O)c(CN3CCCCC3)c2oc1=O,1.2,104,3,3[fluorescence artefact?],3,7[fluorescence artefact?],26,2,1.2
Cc1nc(NCCc2ccccc2)c2oc3ccccc3c2n1,1.8,92,-4,-2,5,4,53,-5,1.2
Cc1cnc(C(=O)Nc2nnc(C(C)C)s2)cn1,1.5,/,2,/,-3,/,-42,-4,1.6
CCCc1nc2sc3c(SCC(=O)NCc4ccco4)ncnc3c2c2c1CCC2,1.5,255*[fluorescence artefact?],21,48[fluorescence artefact?],/,44,-5,-18,0.6
CCOC(=O)CSc1ncnc2c1cnn2-c1ccc(C)cc1,0.9,109[fluorescence artefact?],-4,-7,-1,-3,-15,-3,0.8
O=C(C1COc2ccccc2O1)N1CCN(c2ccccc2)CC1 (stereo unspecified),1.5,114,-6,7,/,-3,3,-2,1
Cc1ccccc1OCC(O)Cn1c(NCc2ccccc2)nc2c1c(=O)[nH]c(=O)n2C (stereo unspecified),1,105,4,11,-1,11,3,-5,1.2
CCN(CC)CCNC(=O)CCn1c(=S)[nH]c2cc3c(cc2c1=O)OCO3,1.3,95,2,-11,0,-1,-2,2,1
Brc1ccc2ncnc(NCc3ccco3)c2c1,0.8,108,-6,1,13,6,48,9,1.3
Cc1cc(C)nc(SCCn2c(N(C)Cc3ccccc3)nc3c2c(=O)n(C)c(=O)n3C)n1,1.2,99,/,-7,0,1,/,3,1.1
Cc1ccc(SCCC(=O)NCc2ccco2)cc1,0.9,93,-6,-7,2,2,6,9,1.1
COc1ccc(NS(=O)(=O)c2cc(C)ccc2NC(=O)c2cc(C)oc2C)cc1,1.2,91[fluorescence artefact?],-2,9,-2,4,39,1,0.5
CCn1c(SCc2nc3ccccc3[nH]2)nnc1-c1cnccn1,1.7,113,8,-12,5,5,-3,-1,1.6
COc1cc(OC)cc(C(=O)NC(=S)Nc2ccc3c4c(cccc24)CC3)c1,1,/,-7,/,-2,/,1,-13,/
C=CCc1cccc2cc(NC(C)=O)c(=O)oc12,0.8,95[fluorescence artefact?],5,11,0,22,-2,-1,1
COC(=O)c1ccc2c(c1)C(C)(C)C(/C=C/c1ccc(OC)c(OC)c1OC)=[N+]2C,1.3,73[fluorescence artefact?],-7,1,5,-14[fluorescence artefact?],107*,14,0.4
CCc1ccc(NC(=O)N(CCOC)C2CCN(C(C)=O)CC2)cc1,1,104,6,-5,-3,-5,0,12,1
COc1ccc(CNC(=O)C(C#N)c2nc3ccccc3nc2N2CCN(C)CC2)cc1 (stereo unspecified),1.4,111[fluorescence artefact?],5,0,-8,7,-4,-9,1.2
Cc1occc1C(=O)NC1CCCc2ccccc21 (stereo unspecified),0.9,112,1,-1,0,-1,6,6,1
CCCCOC(=O)c1cc(C)nc2ccc(Br)cc12,0.8,127,0,5[fluorescence artefact?],-1,3,19,6,1.2
Cn1c(C(=O)NCc2ccc3c(c2)OCO3)cc2sccc21,0.7,123,-2,-6,9,-5,-10,-4,1.4
Cc1ccc(S(=O)(=O)Cc2ccc(C(=O)N3CCN(Cc4ccccc4)CC3)o2)cc1,1.4,85[fluorescence artefact?],-2,58*,/,61*[fluorescence artefact?],9,6,1.1
O=C(CS(=O)(=O)Cc1ccccc1)Nc1ccccn1,/,93,/,1[fluorescence artefact?],0,-12,/,2,1.2
Cc1ccc2cc(CN(Cc3ccco3)C(=O)c3cccs3)c(=O)[nH]c2c1,0.9,83[fluorescence artefact?],8,-9,1,-8,-26,-8,0.8
COc1cccc(C2C(C#N)=C(N)Oc3c2oc(CO)cc3=O)c1OC (stereo unspecified),0.8,124,2,-7,0,6,-5,5,1.2
CC(=O)N1N=C(c2ccncc2)OC12CCCCC2,1.1,105,/,-14[fluorescence artefact?],-2,-3,/,3,1.1
Cc1ccc2c(CC(=O)NC3=NCCS3)coc2c1,0.9,96[fluorescence artefact?],-2,8[fluorescence artefact?],-5,6,-16,3,1.1
Cc1cccc(OCC(=O)Nc2ccccc2N2CCN(C(=O)C(C)C)CC2)c1C,0.9,109,1,0,-1,-2,-24,8,1.1
COc1ccccc1-n1c(SCC(=O)NC(C)(C)C)nc(O)cc1=O,1.6,91,-4,9,-3,6,-7,-1,1.1
NC(=O)c1ccc([N+](=O)[O-])cc1SCc1ccccc1,1.2,54[fluorescence artefact?],1,53*[fluorescence artefact?],14,39[fluorescence artefact?],13,6,1
COC(=O)Cn1cc(C(=O)OC)c2ccccc21,1.1,126,-2,-3[fluorescence artefact?],2,-7[fluorescence artefact?],-4,4,1
COc1cccc(NC(=O)c2ccn(C)n2)c1,/,108,/,-20,1,-19,/,/,1.7
CC(=O)c1ccc(Cc2cnc(N)s2)cc1,0.8,121,2,3,-2,0,-6,14,1.2
O=C(NCc1cccc(CNC(=O)c2ccco2)c1)c1ccco1,0.8,95,10,-4,2,1,-14,5,1.3
CC(C(=O)Nc1ccc(N2CCOCC2)cc1)N1C(=O)c2ccccc2C1=O (stereo unspecified),1.2,105[fluorescence artefact?],-1,14[fluorescence artefact?],/,21,-12,-9,1.1
O=C1CCCN1CCCNc1ccc(S(=O)(=O)N2CCCCC2)cn1,1.1,80,4,5[fluorescence artefact?],-2,8[fluorescence artefact?],-12,-5,1.2
N#Cc1sc2nc(-c3ccccc3)cc(-c3ccco3)c2c1N,1,14[fluorescence artefact?],98,76*[fluorescence artefact?],12,89*[fluorescence artefact?],-6,-8,1.1
CCOc1ccc(C2C3=C(CCCC3=O)Nc3nc(C(F)(F)F)nn32)cc1OC (stereo unspecified),1.2,114,-5,-3[fluorescence artefact?],/,-2,-3,8,1
COc1ccc(C2CC(C(F)(F)F)n3ncc(C(=O)NCc4cccnc4)c3N2)cc1OC (stereo unspecified),1.4,91,4,5,3,9,-39,-11,1.1
CCOC(=O)N1CCC(Nc2c(N3CCN(c4cc(Cl)ccc4C)CC3)c(=O)c2=O)CC1,1.6,116[fluorescence artefact?],8,-12,2,-4,12,3,1
O=C(O)CCCn1c(=O)[nH]c2ccccc2c1=O,0.9,100,0,0,-3,-5,-2,4,1.1
CC(C)c1ccc(CN(C(=O)c2cc3ccccc3oc2=O)C2CCS(=O)(=O)C2)cc1 (stereo unspecified),1.7,91[fluorescence artefact?],-4,-16,-1,-12,-3,5,1.3
O=C(OCCN1CCCCC1)c1cc2ccccc2o1,1.2,104,-1,-2[fluorescence artefact?],-1,1,-23,-13,1.1
O=C(O)C1C2CCC(O2)C1C(=O)Nc1cnn(Cc2ccccc2)c1 (stereo unspecified),1,100,1,-2,-1,5,-4,8,1.1

Next results:
compound,PLAP act,ERa SRC1 pot,CD11b adhes enh,ERb SRC1 inh,FAK blocker,ERa SRC1 inh,CD11b adhes inh,E coli WT exp,MT1-MMP txn act
O=S(=O)(c1cnc[nH]1)N1CCN(c2ccc(Cl)cc2)CC1,1,/,-4,/,-2,/,0,-7,/
COc1ccccc1C(=O)Nc1cccc(NC(C)=O)c1,0.9,111,-4,26,/,15,-12,10,1
O=C(Nn1c(O)c(C=C2N=c3ccccc3=N2)sc1=S)c1ccccc1,1,91,2,-10,4,-15,12,4,1
O=C(COc1cccc(OC(F)F)c1)Nc1ccc(SC(F)F)cc1,0.8,/,-2,/,-2,/,-4,5,1
C(=C\c1ccco1)/C=N/n1cnnc1,1.1,125,-2,8,/,1,-4,0,1.2
CCCOC(=O)c1ccc2c(c1)C(=O)N(c1ccccc1)C2=O,0.9,112,-1,4[fluorescence artefact?],4,10[fluorescence artefact?],-2,-11,1.1
CCc1c(C)nc(SCC(=O)c2ccc(C)c(C)c2)[nH]c1=O,0.9,114,-4,-7[fluorescence artefact?],-6,-1,2,2,1.2
Cc1cc2oc(=O)cc(C)c2c(=O)o1,0.9,129,2,-4,-7,-1,7,2,1.1
CC1CCCN(C(=O)C2CCN(CC3CC=CCC3)CC2)C1 (stereo unspecified),1.7,115,-1,-1,-7,-11,-15,12,1.2
CCOC(=O)c1ccc(-n2nc(C(F)(F)F)c3c(C)cc(=O)oc32)cc1,/,148,/,17[fluorescence artefact?],-1,-1,/,/,1.2
Cc1nnc2c3ccccc3c(-c3ccc(O)cc3)nn12,0.8,96,0,-2,1,-3,1,1,1.1
Cc1ccc(-n2c(C)cc(C(=O)CSc3nnnn3C)c2C)cc1,1.7,115,0,3[fluorescence artefact?],1,0,33,-9,0.8
CCOC(=O)Nc1nc(-c2ccccc2)c(C(=O)c2ccccc2)s1,1.1,/,-6,/,0,/,14,-10,/
CCOc1ccc(C(F)(F)F)cc1NC(C)=O,1,118,3,1[fluorescence artefact?],3,7,-8,11,1

3 entries out of the list, sorted by molar mass, high to low.
compound,PLAP act,ERa SRC1 pot,CD11b adhes enh,ERb SRC1 inh,FAK blocker,ERa SRC1 inh,CD11b adhes inh,E coli WT exp,MT1-MMP txn act
O=C(Nn1c(O)c(C=C2N=c3ccccc3=N2)sc1=S)c1ccccc1,1,91,2,-10,4,-15,12,4,1
CCCOC(=O)c1ccc2c(c1)C(=O)N(c1ccccc1)C2=O,0.9,112,-1,4[fluorescence artefact?],4,10[fluorescence artefact?],-2,-11,1.1
CC1CCCN(C(=O)C2CCN(CC3CC=CCC3)CC2)C1 (stereo unspecified),1.7,115,-1,-1,-7,-11,-15,12,1.2
